Screening data as filed in PubChem BioAssay.
OPRM1-OPRD1 ag – agonists of human mu-delta opioid receptor heterodimerization | 0.3% of 340,000 active | activation, % at 9.3 µM | cells, OPRM1-OPRD1 heterodimerization, luminescence; in the data active = activation above about 18%;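 also: 0% = vehicle-treated cells and 100% = reference agonist; values of inactives mirror those of a sister screen read the other way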
PKA-R1A act – activates the PKA-R1A holoenzyme complex. PKA-R1A dissociation, Cy5-IP20 fluorescence polarization; scaled: DMSO 0%, 113 µM cGMP 100%. P00514+P68181. activation, % at 11.4 µM. 0.083% of 340,000 active;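 active = percent activation above the mean of all tested compounds plus 3 SD, cut at about 19% in these data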;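 also: higher means more PKAc released from R1A so a rise in polarization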
Arr AP2 block – blocks beta-arrestin peptide binding to AP2 adaptin; FITC-arrestin peptide / GST-AP2 beads, flow cytometry; AP2 beta2 appendage carries R879A mutation; AID 504490; inhibition, % at 10 µM; 0.31% of 340,000 active;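 active = inhibition above a set limit, near 3 SD of compounds lacking own fluorescence, cut at about 54% in these data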;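 also: plate controls were DMSO wells for no effect and 5 µM unlabelled arrestin peptide for full effect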
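Material – GST-tagged AP2 beta2-adaptin appendage (R879A) on 4 µm glutathione beads · Probe or stimulus – fluorescein-tagged arrestin peptide at 50 nM final · Timing – 12 min plus 1 h, RT · Detection – bead flow cytometry, FITC channel · Read-out basis – inhibition as reduced fluorescein signal on beads, percent · Medium – PBS plus Tween 20 (0.05%) and BSA (0.1%)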
V-ATPase pH – alters yeast V-ATPase proton transport | 0.37% of 350,000 active | response, % at 10 µM | S. cerevisiae, pHLuorin cytosolic pH fluorescence; in the data active = response mostly above about 7.3%, no sharp cut-off; inactive = mostly below about 5.4%; also: actives read high; inactives centre near 0; some compounds called inactive have numbers as strong as hits; reference of the scale not given here
Pemphigus Ab inh – inhibitors of pemphigus antibody binding to human desmoglein-3. binding (percent of control), % at 10 µM. 0.48% of 310,000 active. P32926. AID 588358. DSG3-coupled beads, scFv-anti-DSG3-GFP binding, flow cytometry; active compounds read low;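 active = binding more than 3 SD below its plate's average and above zero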;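 also: hits lower antibody fragment binding to DSG3; some compounds called inactive have numbers as strong as hits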
DAGLB inhibitor – diacylglycerol lipase beta (human) inhibition. Q8NCG7. HEK293T DAGLB membrane lysate, EnzChek fluorogenic substrate. inhibition, % at 5.17 µM. 0.059% of 340,000 active. AID 504411; in the data active = inhibition above about 34%;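 also: 0% = enzyme with vehicle and 100% = wells lacking enzyme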
HTR5A inv ag – HTR5A inverse agonism, opioid heterodimer counter-screen. HTR5A cell line, luminescence. inhibition, % at 9.3 µM. 0.083% of 340,000 active. AID 504634; in the data active = inhibition mostly above about 23%, no sharp cut-off; inactive = mostly below about 18%;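 also: 0% = cells with DMSO and 100% = no-cell wells with DMSO; some compounds called inactive have numbers as strong as hits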
Target sequence (P47898 whole entry, looked up): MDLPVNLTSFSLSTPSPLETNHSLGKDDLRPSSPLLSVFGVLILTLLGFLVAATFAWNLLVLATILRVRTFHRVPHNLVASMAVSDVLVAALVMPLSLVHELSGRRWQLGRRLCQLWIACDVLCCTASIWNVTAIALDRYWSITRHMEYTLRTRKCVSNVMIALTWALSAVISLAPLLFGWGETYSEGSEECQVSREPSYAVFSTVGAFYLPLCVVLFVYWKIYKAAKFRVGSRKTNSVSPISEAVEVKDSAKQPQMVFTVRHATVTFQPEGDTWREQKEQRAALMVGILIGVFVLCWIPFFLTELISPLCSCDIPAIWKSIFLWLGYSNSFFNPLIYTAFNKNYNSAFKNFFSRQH
HTR5A ag – counter-screen for OPRM1-OPRD1 agonists: human HTR5A agonism. HTR5A agonist assay, luminescence, cell-based. 0.61% of 340,000 active. activation, % at 9.3 µM; in the data active = activation mostly above about 9.5%, no sharp cut-off; inactive = mostly below about 7.6%;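 also: 0% = cells with vehicle only and 100% = reference agonist; strong numbers were not always called active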
OPRM1-OPRD1 inv – inverse agonists of human mu-delta opioid receptor heterodimerization; P35372+P41143; cell-based MOR-DOR heterodimer luminescence, inverse agonism; inhibition, % at 9.3 µM; 0.21% of 340,000 active; AID 504357; in the data active = inhibition above about 22%, passing the limit was not always enough;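 also: 0% = cells with DMSO and 100% = wells without cells with DMSO; values of inactives mirror those of a sister screen read the other way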
PKA-R2B act – activates the human PKA-R2B holoenzyme complex; P22694+P31323; AID 504700; activation, % at 11.4 µM; PKA-R2B holoenzyme dissociation, Cy5-IP20 fluorescence polarization; R2B truncated from residue 108, S112A mutant; 0% DMSO only, 100% 113 µM cGMP; 0.079% of 340,000 active;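 active = activation above a cutoff set at the mean over all compounds plus 3 SD, cut at about 18% in these data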;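 also: higher means more holoenzyme dissociation and a rise in polarization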
Target sequence (P31323 whole entry, looked up, other chains not shown, the tested form may be a part): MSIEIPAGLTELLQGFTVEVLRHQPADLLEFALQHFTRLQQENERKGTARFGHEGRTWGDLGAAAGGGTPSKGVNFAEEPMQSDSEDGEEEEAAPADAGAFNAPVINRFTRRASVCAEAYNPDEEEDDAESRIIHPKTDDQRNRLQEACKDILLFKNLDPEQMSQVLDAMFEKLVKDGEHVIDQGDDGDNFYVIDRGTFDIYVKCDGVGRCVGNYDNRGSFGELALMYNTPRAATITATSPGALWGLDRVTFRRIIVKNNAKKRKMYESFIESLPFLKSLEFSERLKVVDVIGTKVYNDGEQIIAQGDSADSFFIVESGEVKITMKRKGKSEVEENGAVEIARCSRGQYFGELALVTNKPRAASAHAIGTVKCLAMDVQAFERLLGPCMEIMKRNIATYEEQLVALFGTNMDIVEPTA
An asterisk follows results filed as active; nt = not tested or not shown.

SMILES	OPRM1-OPRD1 ag	PKA-R1A act	Arr AP2 block	V-ATPase pH	Pemphigus Ab inh	DAGLB inhibitor	HTR5A inv ag	HTR5A ag	OPRM1-OPRD1 inv	PKA-R2B act
Cc1ccc(N/N=C(\Cc2nc3ccccc3[nH]2)c2ccccc2)cc1	-0.1	-3	0	-1	94	-2	-10	4	1	6
COc1ccc(CCC(C)NCc2ccc(C(F)(F)F)cc2)cc1 (configuration not stated)	5.5	5	-3	-2	111	-3	4	0	-31	-7
COc1ccc(NC(=O)C2CSC3c4ccccc4C(=O)N23)cc1 (configuration not stated)	3.1	0	32	-5	nt	-3	-7	-1	-20	2
O=C1c2[nH]c(=O)[nH]c(=O)c2CN1Cc1ccccc1	-2.2	4	3	8	120	-1	-1	0	12	-4
O=C(Nc1cc(Cl)ccc1Cl)N1CCN(C(=O)Nc2cc(Cl)ccc2Cl)CC1	0.3	1	3	2	nt	1	13	-3	-1	1
O=[N+]([O-])c1ccc2c3n([n+]([O-])c2c1)CCN=C3c1ccc(Cl)cc1	0.0	-2	7	-3	107	3	-8	3	0	0
Cc1c(C(=O)N(C)C2CCCCC2)sc2ncnc(N3CCN(c4ccccc4)CC3)c12	5.1	3	-2	-2	103	-3	-22	6	-26	9
COc1ccc([N+](=O)[O-])cc1N(CC(=O)NCc1ccco1)S(C)(=O)=O	-1.6	5	9	0	98	0	-4	2	9	-3
CCN1CCN(CCNC(=O)c2ccc(CS(=O)c3ccc(Cl)cc3)o2)CC1 (configuration not stated)	-3.2	-9	-20	-1	107	3	10	5	17	-8
CCc1cc(C(=O)NNC(=O)CCl)sc1C	0.3	-8	2	-1	95	-1	6	-3	-2	-2
O=C(NCC1CCCN1S(=O)(=O)c1cccs1)c1ccc([N+](=O)[O-])cc1 (configuration not stated)	1.0	0	7	4	99	0	-2	2	-5	5
O=C(Nc1cc(Cl)cc(Cl)c1)c1cccc(OC(F)F)c1	7.0	-10	19	0	91	-4	12	0	-38	-10
Cc1ccc(Cc2cnc(NC(=O)/C(C#N)=C/c3ccc(-c4ccccc4[N+](=O)[O-])o3)s2)cc1	-2.5	-4	8	0	nt	0	-31	2	12	-17
COc1ccccc1-c1cccc([C@@H]2C[C@H]3[C@H](CON3C)CN2C)c1	-1.6	-1	15	2	99	0	-22	6	8	1
CCC(C)c1ccccc1N1CC(C(=O)N2CCN(S(=O)(=O)c3ccc(F)cc3)CC2)CC1=O (configuration not stated)	2.5	-13	0	-4	99	0	3	-1	-17	-3
COc1cc(OC)cc(C(=O)N[C@H](C(=O)OCC(=O)N2CCN(S(=O)(=O)c3ccc(C)cc3)CC2)C(C)C)c1	-0.3	-5	-1	3	97	-1	-3	3	1	-6
COc1ccc(N(C(=O)c2cccnc2)S(=O)(=O)c2ccc3c(c2)n(C)c(=O)n3C)cc1	-2.5	-3	0	-1	94	-1	12	1	14	-1
O=C(N/N=C/C(Br)=C/c1ccccc1)c1cccnc1	-1.9	-10	-6	0	106	3	-14	-1	10	1
Cc1cccc(NS(=O)(=O)c2cccc(C(=O)NCCCN3CCOCC3)c2)c1	-1.9	-12	-12	-1	106	0	5	1	13	2
CCOC(=O)Nc1ccc2c(COC(=O)CNS(=O)(=O)c3cccc(Br)c3)cc(=O)oc2c1	-2.6	-13	3	0	94	1	-11	2	12	-8
O=[N+]([O-])c1cccc(Cl)c1N1CCOCC1	-3.0	6	6	-4	97	1	-16	1	16	-10
CN(c1ccccc1C(=O)Nc1ccc(S(=O)(=O)N2CCOCC2)cc1)S(C)(=O)=O	-1.5	-6	-2	-1	105	0	-39	5	8	-4
COc1ccc(C(=O)COC(=O)CNC(=O)c2ccccc2)cc1F	-0.9	7	-17	5	102	-1	10	2	3	-8
O=C1c2cccc(OCC(=O)N3N=C(c4cccs4)CC3c3ccc(F)cc3)c2CCN1Cc1ccccc1 (configuration not stated)	-2.3	-12	12	2	100	-5	13	-1	10	-1
CSc1ncccc1C(=O)Nc1cccc(S(=O)(=O)N2CCCCCC2)c1	-2.1	-8	-2	-3	101	-3	8	-3	8	-2
COC(=O)CSc1nc(-c2ccccc2)nc2ccc(F)cc12	-0.8	-1	-5	1	nt	-7	10	-3	4	-6
CCCC(=O)c1ccc(-c2ccccc2)cc1	-1.1	-11	7	-6	nt	-9	13	-6	6	-5
S=C(c1c[nH]c2ccccc12)N1CCOCC1	1.1	10	18	-3	95	3	-5	-4	-6	4
CCCOc1ccc(N2C(=O)CC(N3CCC(c4nncn4CC)CC3)C2=O)cc1 (configuration not stated)	-3.6	-4	-10	-2	105	-1	-1	0	15	-4
CC(=O)c1ccc(NC(=S)NC(=O)/C=C/c2ccccc2)cc1	0.1	-4	-3	-1	107	-2	-11	4	-1	6
Cc1cc(C)c(NC(=O)CS(=O)CC(=O)Nc2ccc(-n3cnnn3)c(C)c2)c(C)c1 (configuration not stated)	-2.1	-8	-9	-4	111	1	-20	7	11	-5
CCn1cc(Br)c(C(=O)N(C)Cc2ccccc2)n1	-2.3	-2	0	0	103	-1	10	-1	13	2
O=C(CSc1ccccc1)N1CCN(S(=O)(=O)c2ccccc2F)CC1	-0.2	8	20	1	nt	-3	-6	3	1	0
NCC(=O)NCC(=O)NC1(C(=O)O)CCCC1	-2.9	-5	0	4	116	1	-1	0	15	-2
NC(=O)C1CCN(C(=O)C2(NC(=O)Nc3cccc(F)c3)CCCCC2)CC1	-1.0	14	-9	2	nt	0	0	0	8	-2
CCOc1ccccc1N1CCN(Cc2ccco2)CC1	-2.3	2	-11	6	104	1	10	-1	13	3
COc1cc(S(=O)(=O)N2CCOCC2)ccc1NC(=O)CSc1n[nH]c(=O)[nH]c1=O	-2.5	-11	-6	-1	110	4	-6	0	14	-5
CCCN1CCN(C(=O)CN2C(=O)CC(C)(C)S(=O)(=O)c3ccccc32)CC1	-2.1	-6	0	0	99	0	-19	8	12	3
COc1cc(OC)c(C2SCCCS2)cc1OC	-2.7	-4	26	2	110	-1	-6	3	14	-4
COc1ccc(-c2nnc(SC3CCOC3=O)n2C2CCCCC2)cc1OC (configuration not stated)	-2.2	1	-7	1	97	2	-3	1	11	0
COc1cc(SC)ccc1C(=O)NCCOc1ccc(Cl)cc1	2.6	-7	1	3	nt	-10	-34	-1	-13	-1
CCn1c(SCC(=O)OCc2ccccc2)nc2c1c(=O)n(C)c(=O)n2C	3.6	-2	6	2	103	-1	-12	7	-19	3
Cc1nonc1NC(=O)CSc1nnc(-c2ccoc2C)n1C	-2.3	-1	0	0	78	0	-19	-4	14	-1
O=C(NCCC(=O)N1CCCCC1)c1ccccc1Cl	-2.0	-7	-6	0	106	2	-3	-1	14	-2
CCOC(=O)C1=C(COC(=O)CCOc2cc(C)ccc2C)NC(=O)NC1C (configuration not stated)	-1.5	-9	-6	0	90	-1	20	-8	7	-6
Cc1cccc(-c2nsc(SCC(=O)NCc3ccc4c(c3)OCO4)n2)c1	4.8	-4	-7	6	123	-7	7	-3	-27	-1
COc1cc(-c2[nH]ncc2CN(C)Cc2nonc2C)cc(OC)c1OC	-0.3	0	-5	4	95	-1	-24	1	2	-6
COc1cccc(C2c3[nH]c4ccccc4c3C[C@H]3C(=O)N(C4CC4)CC(=O)N23)c1 (some centres not stated)	-2.2	5	-4	3	107	-2	1	0	10	0

Given with values under each structure: 5 of the compounds above
Second line of a record: OPRM1-OPRD1 ag	PKA-R1A act	Arr AP2 block	V-ATPase pH	Pemphigus Ab inh	DAGLB inhibitor	HTR5A inv ag	HTR5A ag	OPRM1-OPRD1 inv	PKA-R2B act
- COc1cc(SC)ccc1C(=O)NCCOc1ccc(Cl)cc1
    2.6	-7	1	3	nt	-10	-34	-1	-13	-1
- Cc1cccc(-c2nsc(SCC(=O)NCc3ccc4c(c3)OCO4)n2)c1
    4.8	-4	-7	6	123	-7	7	-3	-27	-1
- COc1cc(OC)c(C2SCCCS2)cc1OC
    -2.7	-4	26	2	110	-1	-6	3	14	-4
- Cc1nonc1NC(=O)CSc1nnc(-c2ccoc2C)n1C
    -2.3	-1	0	0	78	0	-19	-4	14	-1
- CCCN1CCN(C(=O)CN2C(=O)CC(C)(C)S(=O)(=O)c3ccccc32)CC1
    -2.1	-6	0	0	99	0	-19	8	12	3

The results go on:
SMILES	OPRM1-OPRD1 ag	PKA-R1A act	Arr AP2 block	V-ATPase pH	Pemphigus Ab inh	DAGLB inhibitor	HTR5A inv ag	HTR5A ag	OPRM1-OPRD1 inv	PKA-R2B act
COc1ccc(/C=C2/SC(=O)N(CCNC(=O)CC(NC(C)=O)c3ccccc3)C2=O)cc1 (configuration not stated)	-3.1	-7	1	-1	102	0	7	-2	16	-1
COc1ccc(C(=O)OCC(=O)NC2CC2)cc1F	-1.3	1	-8	0	101	2	-7	2	7	0
Cc1cc(C(=O)COC(=O)C2=COCCO2)c(C)n1-c1cccc(F)c1	0.0	-2	9	-5	99	2	9	16*	0	-10
CN(C(=O)CSc1nnc(-c2ccccc2)c(-c2ccccc2)n1)C1CCS(=O)(=O)C1 (configuration not stated)	-2.8	1	1	4	120	0	5	5	15	-5
Cc1nc(C(F)(F)F)c(C(=O)N/N=C(\N)c2cccnc2)s1	-3.5	-1	12	-1	100	2	1	0	18	7
Cc1coc2cc3oc(=O)c(CCC(=O)N4CCC(C(=O)O)(c5ccccc5)CC4)c(C)c3cc12	-1.5	-5	14	-1	100	-3	11	2	7	-3

Four entries from above, ordered by the value under V-ATPase pH, smallest number first.
SMILES | OPRM1-OPRD1 ag | PKA-R1A act | Arr AP2 block | V-ATPase pH | Pemphigus Ab inh | DAGLB inhibitor | OPRM1-OPRD1 inv | PKA-R2B act
Cc1cc(C(=O)COC(=O)C2=COCCO2)c(C)n1-c1cccc(F)c1 | 0.0 | -2 | 9 | -5 | 99 | 2 | 0 | -10
Cc1nc(C(F)(F)F)c(C(=O)N/N=C(\N)c2cccnc2)s1 | -3.5 | -1 | 12 | -1 | 100 | 2 | 18 | 7
COc1ccc(C(=O)OCC(=O)NC2CC2)cc1F | -1.3 | 1 | -8 | 0 | 101 | 2 | 7 | 0
CN(C(=O)CSc1nnc(-c2ccccc2)c(-c2ccccc2)n1)C1CCS(=O)(=O)C1 (configuration not stated) | -2.8 | 1 | 1 | 4 | 120 | 0 | 15 | -5
